RBX1-CUL1 inh: inhibitors of human ROC1-CUL1 ubiquitin ligase activity; P62877+Q13616; 140,000 tested, 0.6% active; AID 1347404; inhibition, % at 10 µM; in vitro K48 di-Ub FRET, acceptor:donor ratio, 45 min; in the data active = inhibition above about 25%
Target sequence (P62877 whole entry, looked up): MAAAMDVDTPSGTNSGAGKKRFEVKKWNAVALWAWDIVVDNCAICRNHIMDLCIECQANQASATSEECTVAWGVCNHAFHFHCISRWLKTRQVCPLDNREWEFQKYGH
Target sequence (Q13616 whole entry, looked up): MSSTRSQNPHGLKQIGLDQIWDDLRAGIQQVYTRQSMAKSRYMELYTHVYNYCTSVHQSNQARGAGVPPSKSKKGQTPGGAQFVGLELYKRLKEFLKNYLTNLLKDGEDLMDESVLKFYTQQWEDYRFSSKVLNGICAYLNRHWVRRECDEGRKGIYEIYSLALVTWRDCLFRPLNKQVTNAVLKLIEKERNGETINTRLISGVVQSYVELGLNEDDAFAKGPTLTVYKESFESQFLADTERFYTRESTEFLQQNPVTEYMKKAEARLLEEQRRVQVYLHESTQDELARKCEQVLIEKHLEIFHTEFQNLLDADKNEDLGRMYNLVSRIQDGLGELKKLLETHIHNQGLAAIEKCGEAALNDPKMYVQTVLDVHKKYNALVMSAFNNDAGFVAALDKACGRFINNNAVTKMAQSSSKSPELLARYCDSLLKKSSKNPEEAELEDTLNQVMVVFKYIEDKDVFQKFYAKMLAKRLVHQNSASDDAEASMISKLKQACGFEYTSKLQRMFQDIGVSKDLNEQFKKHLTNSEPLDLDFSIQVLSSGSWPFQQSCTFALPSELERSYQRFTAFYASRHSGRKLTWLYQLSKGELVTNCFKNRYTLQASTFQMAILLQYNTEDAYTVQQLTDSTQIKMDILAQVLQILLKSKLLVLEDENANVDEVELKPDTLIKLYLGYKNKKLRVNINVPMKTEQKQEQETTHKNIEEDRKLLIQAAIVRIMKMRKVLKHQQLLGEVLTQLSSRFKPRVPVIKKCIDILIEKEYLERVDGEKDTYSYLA
An asterisk follows results filed as active. This is a subset, so the mix of outcomes need not match the whole.

SMILES	RBX1-CUL1 inh
O=C1/C(=C/c2ccco2)N(Cc2ccccc2)Cc2ccccc21	-5
O=C(Nc1ccc2nc(SCC(=O)N3CCCC3)sc2c1)c1cccc(Br)c1	15
Cc1cc2nc(NC(=O)C3CCCCC3)sc2cc1C	-4
CO[C@H]1[C@H](NC(=O)COc2ccccc2)c2ccccc2C12CCN(C(=O)C1CCCCC1)CC2	2
Cc1cccc(NC(=O)NCCc2cccs2)c1	4
CC(C)c1ccc(Sc2cn[nH]c(=O)c2Cl)cc1	3
CC1CCc2nn(CC(=O)Nc3ccccc3Cl)cc2C1 (stereo unspecified)	6
O=C(NC(=O)C(F)(F)F)Oc1ccc(Cl)cc1Cl	-1
Cc1cccc(-c2nc(S(=O)(=O)c3ccccc3)c(N3CCN(c4ccccc4)CC3)o2)c1	-9
COCCC(=O)N(Cc1cccnc1)CC1CCN(C2CCCC2)CC1	7
CSc1nnc(NS(=O)(=O)c2ccc3ccccc3c2)s1	-3
O=C(CN(Cc1ccccc1)S(=O)(=O)c1ccc2c(c1)OCCO2)N/N=C/c1ccc(Cl)cc1Cl	-4
COc1cccc(NC(=O)CSc2nc3ccccc3nc2N2CCOCC2)c1	-3
Cc1c2cnn(-c3ccccc3)c(=O)c2c(C)n1CC(=O)NCc1ccccc1	-2
Cc1ccc2nc(CCC3CCCCC3)[nH]c2c1	6
COc1ccccc1NC(=O)C1C(C)=Nc2ncnn2C1c1ccccn1 (stereo unspecified)	-3
COc1ccc(Cn2ccnc2SCC(=O)Nc2ccc3c(c2)OCCO3)cc1	-2
CC1(C(=O)NC2CCCCC2)Cc2ccccc2C(=O)N1Cc1ccc(F)cc1 (stereo unspecified)	2
CCOc1ccc(-n2c(-c3ccccc3)c(C)n3c4c(=O)n(C)c(=O)n(C)c4nc23)cc1	-4
CC(C)(C)c1ccc(N2C(=O)CCC2=O)cc1	2
Cc1cccc(S(=O)(=O)c2cn(C)c3cc(N4CCN(c5ccccc5)CC4)c(F)cc3c2=O)c1	-6
Cc1ccc(OCC(=O)Nc2cc3nn(-c4ccccc4)nc3cc2C)cc1	2
Cc1ccc(C)c(NC(=O)CCC(=O)NNC(=O)C(c2ccccc2)c2ccccc2)c1	5
CN(C(=O)CSc1nc(-c2ccco2)cc(C(F)(F)F)n1)c1ccc(OC(F)(F)Cl)cc1	-7
COc1cc(-c2cc(-c3ccccc3)nc3sc4c(=O)oc(C)nc4c23)cc(OC)c1OC	3
Cc1ccc(CCC(=O)NC2CC2)cc1	3
Clc1cncc(-c2nnc(N3CCOCC3)s2)n1	6
O=C(Oc1ccc2ccccc2c1/C=C1\N=C2CCCCCN2C1=O)c1ccccc1	4
CCOc1ccc2nc(N3C(=O)c4c(Cl)c(Cl)c(Cl)c(Cl)c4C3=O)sc2c1	2
O=C1Cc2cc(S(=O)(=O)Nc3ccc(OC(F)(F)F)cc3)cc3c2N1CCC3	-6

The list continues.
SMILES	RBX1-CUL1 inh
CCOC(=O)C1=C(C)N=c2s/c(=C\c3ccc(N(C)C)c(Br)c3)c(=O)n2C1c1ccccc1Cl (stereo unspecified)	-1
O=C1C2CC=C(Cl)CC2C(=O)N1CCNC1CCCCC1 (stereo unspecified)	3
CN(N)C(=O)Cn1cnc([N+](=O)[O-])n1	-4
COc1ccc(/C=C2\CCCC3C2=NN(C(=O)c2ccco2)C3c2ccc(OC)c(OC)c2)cc1OC (stereo unspecified)	-3
COc1ccc(OC)c(C2C(C(=O)OCc3ccccc3)C(C)=Nc3ncnn32)c1 (stereo unspecified)	-11
COc1cccc(C2c3c(n[nH]c3C(C)(C)C)OC(=N)C2C#N)c1 (stereo unspecified)	1
O=C(Cc1ccccc1Cl)c1ccc(O)c(O)c1O	101*
CCc1ccc(NC(=O)Cn2c(=O)n(Cc3nc(C)no3)c(=O)c3cc4c(cc32)OCO4)cc1	3
CCn1c2c(c(=N)c3ccccc31)CCC2	2
C=CCOc1ccc2ccccc2c1/C=N/NC(=O)COc1ccc(CC=C)cc1OC	-1
COc1ccc(CCN2CC(NCc3nc4ccccc4[nH]3)CC2=O)cc1 (stereo unspecified)	-3
CCOc1cccc(C(Nc2cccc(C)n2)c2ccc3ccc(C)nc3c2O)c1 (stereo unspecified)	7
Cc1nc(CCNc2nc3nonc3nc2N2CCCC2)sc1C	-5
COc1ccc(-c2nnc(SCC(=O)N3CCC(C)CC3)o2)cc1	3
Cc1cc(C)cc(N2CCN(C(=O)Cn3cc(NC(=O)CCC(=O)c4ccccc4)cn3)CC2=O)c1	-9
N#CC(C#N)C(CC(=O)c1ccc(Cl)cc1)c1ccc(Cl)cc1Cl (stereo unspecified)	1
O=C(COc1ccccc1)NCCc1csc(-c2ccc(Cl)cc2)n1	-2
CCOC(=O)C1(Cc2ccc(OC)cc2)CCN(C(=O)C2CCCO2)CC1 (stereo unspecified)	1
CCOC(=O)C1C2C=CC(C3CC23)C1C(=O)OCC(=O)c1ccccc1 (stereo unspecified)	-2
CCOc1ccccc1CNC(=O)c1cnc2sc(N3CCCCCC3)nn2c1=O	1
CN1CCN(C(=O)c2cnn(-c3ccc(F)cc3F)c2C2CCN(C(=O)OC(C)(C)C)CC2)CC1	-7
C[C@@H]1CN(C(=O)c2cc(COc3cccc(F)c3)[nH]n2)C[C@H](C)O1	-3
Cc1ccc(C(=O)Nc2ccc(C(=O)OCc3cc(=O)n4ccsc4n3)cc2)cc1	-10
O=C(O)C(Cc1c[nH]c2ccccc12)N1C(=O)C2CCCCC2C1=O (stereo unspecified)	-1
COC(=O)c1nc(N)sc1C(C)C	-5
Cc1sc2ncnc(Sc3ccc4ccccc4c3)c2c1-c1ccccc1	-6
CCSc1nc2sc3c(c2c(=O)n1Cc1ccccc1)CCCC3	-4
Cc1ccccc1Sc1ccc(N)cn1	4
Cc1ccccc1Cn1nc(C)c(NC(=O)c2nn(C)c(C(F)(F)F)c2Cl)c1C	3
COc1ccc(OC)c(C(=O)c2ccc(C(=O)Nc3ccccc3C#N)cc2)c1	0

Continued.
SMILES	RBX1-CUL1 inh
CC(C)c1cc(C(C)C)c(S(=O)(=O)N2CCN(Cc3ccc4c(c3)OCO4)CC2)c(C(C)C)c1	0
O=C(CN1CCCCCC1)NC1CCCCCC1	-2
CCOc1ccc(N=c2ssc3c2-c2cc(Cl)ccc2NC3(C)C)cc1	5
CCOC(=O)c1ccc(NC(=O)CSc2ncnc3sc(C)c(C)c23)cc1	1
COc1ccc(N(C)C(=O)C2CCN(S(=O)(=O)c3cc(Br)cc4c3N(C(C)=O)CC4)CC2)cc1	-3
CC(C)c1ccc(S(=O)(=O)c2nnn3c2nc(N2CCOCC2)c2sccc23)cc1	6
Cn1c(=O)c2c(nc(NCc3ccccc3)n2Cc2ccc(Cl)c(Cl)c2)n(C)c1=O	1
Cc1cc(C)nc(NC(=O)COc2ccc(Cl)cc2Cl)n1	3
COc1ccccc1NC(=O)c1oc2ccccc2c1NC(=O)C(C)C	2
COc1ccccc1OCC(=O)N1CCCC(CO)(Cc2ccc(F)cc2)C1 (stereo unspecified)	1
COc1cc(OC)c(C(=O)N2CCN(C3CCCCC3)CC2)cc1OC	9
CNC(=O)c1c(NC(=O)Cc2coc3ccc(C)cc23)sc2c1CCCC2	-4
Cc1cc(N2CCCCC2)nc2ccc(NC(=O)CCC(=O)N3CCN(c4cccc(Cl)c4)CC3)cc12	4
Cc1nonc1-c1cn2ccsc2n1	-3
O=C(Nc1ccc2c(c1)Cc1ccccc1-2)C1CCCCC1	5
COCCNC(=O)CCC(=O)NNc1nc2ccccc2c2nc(-c3ccccc3)nn12	-3
COC(=O)c1c(-c2ccc(Cl)cc2)noc1N1CCN(c2ccccc2OC)CC1	0
Cc1ccc(-c2ccc(S(=O)(=O)NCC3CCCO3)cc2)cc1 (stereo unspecified)	1
COCCCNC(=O)c1cc2c(=O)n3cccc(C)c3nc2n1C	-8
CCCCSc1nnc2c(n1)OC(c1ccsc1)Nc1ccc(Br)cc1-2 (stereo unspecified)	5
CCCCCOc1ccc(C(NC(=O)CCCC)NC(=O)CCCC)cc1OC	-4
COc1cc(-c2nnc(SCC(=O)N/N=C/c3cn(-c4ccccc4)nc3-c3ccc(C)cc3)n2-c2ccccc2)cc(OC)c1OC	2
C#CCN1C(=O)S/C(=C/c2ccc(C)s2)C1=O	-19
Cc1ccc(C(=O)N=C2SCCN2C(=O)c2ccc(C)s2)s1	-3
COc1ccc(CCNC(=O)CCCn2c(=O)c3ccccc3n(Cc3cccc(Cl)c3)c2=O)cc1OC	3
COc1cc(/C=N/NS(=O)(=O)c2ccccc2)ccc1OCc1c(Cl)cccc1Cl	0
O=C(Cc1ccc(Cl)cc1)Nc1nccs1	1
COC(=O)CN(C(=O)c1cc2ccccc2oc1=O)c1ccc(Br)cc1	-6
Cn1cc(S(=O)(=O)N2CCCC2)cc1C(=O)N1CCN(c2cccc(Cl)c2)CC1	0
O=C(c1cccc([N+](=O)[O-])c1)N1CCN(CCc2ccncc2)CC1	6

The list goes on (seven carried over from the part before).
SMILES	RBX1-CUL1 inh
Cc1ccc(C(=O)N=C2SCCN2C(=O)c2ccc(C)s2)s1	-3
COc1ccc(CCNC(=O)CCCn2c(=O)c3ccccc3n(Cc3cccc(Cl)c3)c2=O)cc1OC	3
COc1cc(/C=N/NS(=O)(=O)c2ccccc2)ccc1OCc1c(Cl)cccc1Cl	0
O=C(Cc1ccc(Cl)cc1)Nc1nccs1	1
COC(=O)CN(C(=O)c1cc2ccccc2oc1=O)c1ccc(Br)cc1	-6
Cn1cc(S(=O)(=O)N2CCCC2)cc1C(=O)N1CCN(c2cccc(Cl)c2)CC1	0
O=C(c1cccc([N+](=O)[O-])c1)N1CCN(CCc2ccncc2)CC1	6
O=c1c2c3c(sc2[nH]c(=S)n1C1CCCCC1)CCCCC3	-2
O=C(Nc1nc2ccccc2s1)c1ccc(Cl)cc1	3
COc1ccc(Br)cc1C(=O)Nc1cc(C)on1	-12
CC(C)COc1ccccc1NC(=O)OC(C)(C)C	-1
c1ccc2c(c1)ccn2Sn1cnc2ccccc21	-4
C=CCn1c(=O)c2c(nc3oc(-c4ccc(F)cc4)cn32)n(C)c1=O	2
CCOc1ccc(NCc2cccn2-c2nnc(N3CCC(C(=O)NCc4cccc(OC)c4)CC3)s2)cc1	-2
COc1cccc(Cn2c(=O)n(-c3cc(C)cc(C)c3)c(=O)c3oc4ccccc4c32)c1	-6
Cc1cccc(NC(=O)N2CCN3CCCCC3C2)c1C (stereo unspecified)	-7
CCCN1C(=O)/C(=C/c2ccc(N(C)C)cc2)SC1=S	-5
CC(C)(N)c1cn(CC2CCN(C(=O)Nc3cccc(F)c3)CC2)nn1	4
O=C(COc1ccc(Cl)cc1)Nc1ccccc1Br	16
c1ccc(CN2CCN(c3nc4nonc4nc3NC3CCCC3)CC2)nc1	11
O=C(CCc1ccccc1)Nc1nccs1	-4
CC(=NCCCN1CCOCC1)C1C(=O)N(c2nc3ccccc3s2)N=C1C(F)(F)F (stereo unspecified)	5
CCc1cc(-c2n[nH]c(=S)n2-c2ccccc2C)cs1	4
CC1C(=O)C=C2N(C1=O)c1ccc(Cl)cc1C2(C)C (stereo unspecified)	7
CC1=NNC(=O)C1N=Nc1c(C)n(C)n(-c2ccccc2)c1=O (stereo unspecified)	39*
Cc1ccc2c(c1)c1cccc3c1n2CCN3N=O	9
Cc1ccc(OC(C)C(=O)Nc2nnc(C)s2)cc1 (stereo unspecified)	7
NC(=O)c1nsc(Cl)c1Cl	-5
CNC(=O)c1ccccc1NC(=O)c1ccc(F)cc1	8
CCOc1ccc(NC(=O)C2CCCN(c3ccc(Sc4ccc(C)cc4)nn3)C2)cc1 (stereo unspecified)	-7
CCn1cc(C2C3=C(CCCC3=O)OC(=N)C2C#N)c(C)n1 (stereo unspecified)	2
CC1=NN(Cc2ccccc2)c2nc3c(c(=O)n(C)c(=O)n3C)n2C1C (stereo unspecified)	7
CC1=Nc2ccc(C(=O)Nc3ccc(C)c(C)c3)cc2C(=O)C1	0
CCc1cnc(-c2cccc(-c3ccn(CCN(C)C)n3)c2)nc1	-8
Cc1ccc(NC(=O)c2cc3ccccc3o2)cc1F	4
CCc1nn2c(=O)cc(COC(=O)c3ccccc3)nc2s1	-11
COc1ccc(C(=O)NCC(c2ccco2)S(=O)(=O)c2cccs2)cc1 (stereo unspecified)	-4

Next records:
SMILES	RBX1-CUL1 inh
COC(=O)c1cc(N)c(/C=C/c2cccs2)s1	0
CSc1n[nH]c(NCc2ccc(C)cc2)n1	1
COCc1cc(C)nc(OCC(=O)N/N=C/c2ccc(-c3cc([N+](=O)[O-])ccc3C)o2)c1C#N	5
CC(C)(C)OC(=O)N1CCC(c2c(C(=O)N3CCN(c4ccccn4)CC3)cnn2-c2ccc(F)cc2F)CC1	-13
Cc1csc2nc(COC(=O)CNC(=O)c3ccccc3)cc(=O)n12	-7
CCOc1ccccc1OCC(=O)N/N=C/c1ccc(-c2ccc(C)c(Cl)c2)o1	0
CCOC(=O)c1cc(-c2ccccc2)sc1NC(=O)CSc1nnc2c3ccccc3n(C)c2n1	10
COC(=O)C1C(C)=NC(=S)NC1c1cc2c(cc1Br)OCO2 (stereo unspecified)	-1
Cc1ccccc1C(=O)c1ccc(O)c(C)c1O	5
COC(=O)c1cc2oc(C)cc2n1CC(=O)Nc1cc(Cl)ccc1OC	2
COc1cccc(CNC(=O)c2sc3ncnc(NC[C@H]4C[C@@H]5C=C[C@H]4C5)c3c2C)c1OC	5

Assay outcomes: PubChem, Icahn School of Medicine at Mount Sinai
